Bioassay records from PubChem BioAssay.
Ins promoter up: MIN6 insulin promoter up-regulation; MIN6 insulin promoter-GFP reporter, high-content imaging; active compounds read high; 190,000 compounds, 0.3% hits; z-score at 5 µM;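 active = z-score above 3 at 5 µM with at least 500 cells counted in the well; inconclusive = wells under 500 cells, flagged as cytotoxic or low count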
Lipid droplet: hepatic lipid droplet formation modulation. AML12 mouse hepatocytes, oleate lipid droplets, BODIPY imaging. inhibition, % at 6.5 µM. 240,000 compounds, 0.4% hits. AID 1656;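 active = lipid droplet intensity inhibited by at least 50%, with more than 500 cells counted; inconclusive = wells with under 300 cells, treated as cytotoxic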
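Technique: fluorescence imaging, 20x objective, two fields per well / Assay system: AML12 hepatocytes (mouse) / Measure: % inhibition of lipid droplet signal / Doses: 6.5 µM single-point dosing / Incubation: overnight exposure / Reagent: 100 µM oleic acid challenge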
ER stress rescue: protection against thapsigargin-triggered cell killing – 384-well, CSM14.1, ATP luminescence, primary screen (AID 1222). CSM14.1 thapsigargin-induced death rescue, ATP luminescence; higher % means a stronger effect. one-dose cellular ATP content (survival), % at 20 µM; EC50 in µM for titrated hits. 190,000 tested, under 10 active;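 active = EC50 below 50 µM in the dose-response confirmation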;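 also: death triggered by thapsigargin at about 15 µM added after 2 h compound pretreatment; cell ATP read after overnight thapsigargin exposure of roughly 18 to 22 hours; normalized against plate controls of thapsigargin alone and 5% DMSO vehicle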
Yfh1-depleted yeast: mitochondrial function rescue without frataxin homolog – Friedreich's ataxia, plus single-dose screen, dose response (AID 1465). S. cerevisiae Yfh1-off respiration, WST-1 reduction, 72 h; higher fold induction means a stronger effect. fold induction at 50 µM, or EC50 in µM where a hit was titrated. 220,000 compounds, 0.074% hits;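 active = fold induction of absorbance versus untreated yeast above a set limit, then at least 30% activation at any dose in follow-up; inconclusive = repeats straddling the limit, or above it without dose testing; inactive = fold induction below the set limit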;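 also: activators that raise dye reduction in frataxin-depleted yeast; strong numbers were not always called active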
M1AAP inhibition: malaria alanyl aminopeptidase activity blockers – biochemical, fluorogenic H-Leu-NHMec substrate, 1536-well (AID 1445) | recombinant M1AAP, H-Leu-NHMec fluorogenic kinetic assay; higher % means a stronger effect | one-dose inhibition, % at 30 µM; IC50 in µM for titrated hits | 220,000 compounds, 0.42% hits;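 active = primary inhibition above the hit cutoff, then over 50% inhibition at one or more dose response concentrations, cut at about 23% in these data, passing the limit was not always enough; inconclusive = conflicting primary data, or primary hits not chosen for dose response; inactive = low primary inhibition, or under 50% at every dose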;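 also: plate controls were DMSO full reaction for no effect and no enzyme background for full effect; strong numbers were not always called active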
MT stabilize HCS: microtubule stabilizers in HeLa cells; 200,000 compounds, 0.83% hits; HeLa tubulin immunostaining HCS, 24 h; share of cells brighter than vehicle mean+2SD; AID 2205; % tubulin-high responders, % at 10 µM;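 active = plate Z-score above 3 for both tubulin-high and condensed-nucleus cell shares, with cell loss under 80%, at 10 µM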;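 also: anti alpha tubulin signal scored within the nucleus-defined area of each cell; some results filed as inactive read as strong as hits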
Dynein cargo inh: dynein cargo transport inhibition. 3617.4 mouse cells, GR-EGFP nuclear translocation imaging; test concentration mostly 20 µM; stimulated with dexamethasone, 1 µM; active compounds read low. z-score, hits read low. 220,000 compounds, 0.47% hits;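 active = plate z-score of nuclear minus cytoplasmic receptor signal below a set negative limit, without overly bright fluorescence or cell loss, cut at about -3.5 in these data, passing the limit was not always enough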;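 also: z-score of nuclear minus cytoplasmic ring GR-EGFP intensity difference per well; some compounds called inactive have numbers as strong as hits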
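Also added – dexamethasone, 1.0 µM final · Buffer or medium – tet-free, stripped-serum medium · Schedule – induction 48 h, compound 1 h, agonist 30 min · Detection – formaldehyde fixation, Hoechst nuclear stain, 10x automated fluorescence imaging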
Autophagy mod: autophagy modulation, high-content screen | calls only at 10 µM (by protocol) | 190,000 compounds, 0.98% hits | AID 463193 | MEF GFP-LC3 puncta imaging; test concentration mostly 10 µM;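 active = percentage of spot-positive cells more than 3 SD above its plate mean, without a fluorescence outlier flag or 80% toxicity; inconclusive = no clear call, values can overlap the other calls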;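 also: spot-positive cell cutoff set from DMSO-treated cells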
M17LAP inhibition: P. falciparum M17LAP inhibitors, primary screen, biochemical, fluorogenic H-Leu-NHMec substrate, 1536-well (AID 1619); recombinant M17LAP, H-Leu-NHMec fluorogenic kinetic assay; higher % means a stronger effect; inhibition, % at 30 µM, or IC50 in µM where a hit was titrated; 220,000 compounds, 0.38% hits;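 active = compound inhibiting the enzyme by more than half at any dose during confirmatory dose-response retesting; inconclusive = strong single-dose inhibitors picked by rank but not retested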;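 also: plate controls were full reaction with DMSO carrier for no effect and no enzyme background for full effect; strong numbers were not always called active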
Dynein cargo inh cytoplasmic EGFP: further read-out of Dynein cargo inh, marked with its call; z-score; measured here: cytoplasmic GR-EGFP intensity; active compounds read high
Dynein cargo inh nuclear GR-EGFP: recorded beside Dynein cargo inh, whose call it bears; z-score; measured here: nuclear GR-EGFP intensity;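 lower value marks the stronger effect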
Dynein cargo inh cell count: second read-out of Dynein cargo inh, no call of its own (marks repeat the call); z-score; measured here: cell count per field
Ins promoter up cell count: also measured in Ins promoter up; calls as there; cell count; measured here: cytotoxicity, nuclei count;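 total cells summed across four imaged fields per well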
Lipid droplet cells 6.5 µM: second read-out of Lipid droplet, no call of its own (marks repeat the call); cell count; measured here: cell count, cytotoxicity flag;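 cells counted across two imaged fields per well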
MT stabilize HCS Hoechst-high %: further read-out of MT stabilize HCS, marked with its call; % Hoechst-high responders; measured here: nuclear condensation Hoechst responders;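 share of cells brighter than vehicle mean plus two SD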
MT stabilize HCS cytotoxicity %: further read-out of MT stabilize HCS, marked with its call; toxicity, %; measured here: cytotoxicity by cell density;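 0% = mean cell density of plate MIN control wells and 100% = no cells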
Autophagy mod cell loss 18 h: also measured in Autophagy mod; calls as there; toxicity, %; measured here: cell loss, nuclei count;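 cell loss after 18 h compound exposure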
Numbers without * were called inactive; i = inactive; ? = inconclusive; . = no result given. Not a hit list; overall some 3.5% were active at least once.

nr	Molecule	Ins promoter up	Ins promoter up cell count	Lipid droplet	Lipid droplet cells 6.5 µM	ER stress rescue	Yfh1-depleted yeast	M1AAP inhibition	MT stabilize HCS	MT stabilize HCS Hoechst-high %	MT stabilize HCS cytotoxicity %	Dynein cargo inh	Dynein cargo inh cytoplasmic EGFP	Dynein cargo inh nuclear GR-EGFP	Dynein cargo inh cell count	Autophagy mod	Autophagy mod cell loss 18 h	M17LAP inhibition
1	COc1ccc(-c2cc(C(=O)Nc3c(C)nn(Cc4ccccc4Cl)c3C)no2)cc1OC	-0.97	550	.	.	-1.8%	?	-1%	5.0	3.8	6.5	-0.79	-0.33	-0.28	1	i	2	2%
2	COc1ccc(/C=C/C(=O)O)cc1S(=O)(=O)NCc1ccccc1	-0.65	1108	-1	768	.	i	2%	.	.	.	0.26	-0.1	0.068	-0.27	.	.	7%
3	O=C(Cn1nc(Cl)nc1Cl)Nc1ccccc1	1.1	1101	.	.	-2.7%	i	1%	1.4	2.9	8.7	-0.71	0.083	0.032	1.2	i	-14	5%
4	CC(=O)c1c(C(C)=O)c(C)n(-c2cccc([N+](=O)[O-])c2)c1C	0.41	1185	23	655	-1.1%	i	-2%	2.2	1.7	6.8	-0.2	-0.29	-0.0091	0.14	i	0	-14%
5	O=C(c1ccccc1)N1CCN(Cc2ccccc2Br)CC1	-1.3	1291	4	776	-0.9%	i	-4%	3.4	1.2	4.0	0.051	1.3	0.41	-0.56	i	-2	9%
6	C[C@@H]1C=C(C(=O)N2CCN(Cc3ccccc3)CC2)O[C@H](OCc2ccc(CO)cc2)C1	-0.13	1249	-7	648	-1.2%	i	-1%	2.0	2.0	10	-0.23	-0.26	0.16	0.01	i	-11	-10%
7	Nc1ncnc(Sc2ccc(Cl)cc2)c1[N+](=O)[O-]	-0.25	1428	3	664	-3.4%	i	11%	4.8	3.2	0.3	-0.27	-0.21	0.48	-0.17	i	5	-7%
8	COc1ccc(N2CC(NC(=O)NCC(C)C)CC2=O)cc1 (centres undefined)	0.06	1319	-29	698	-3.2%	i	0%	3.4	3.2	4.3	-0.075	-0.26	-0.25	0.49	i	-2	9%
9	CCOc1ccc(-c2nc(CN(Cc3ccccc3)C[C@@H]3CCC(=O)N3)c(C)o2)cc1	0.79	1430	-2	723	-0.6%	i	10%	2.3	2.0	5.2	-0.71	-0.21	-0.36	0.55	i	15	2%
10	CCCC(=O)Nc1cccc(NC(=O)c2ccc3c(c2)OCCO3)c1	-0.06	1417	-4	700	-7.1%	i	2%	1.1	1.1	6.6	-0.33	-0.21	-0.32	0.52	i	0	-6%
11	Cc1cc(NS(=O)(=O)c2ccc(NC(=O)CSc3nc4sc(C(=O)O)c(C)c4c(=O)[nH]3)cc2)no1	-0.03	1219	-4	672	5.6%	i	16%	2.8	3.0	6.5	0.21	-0.22	0.35	-0.3	i	1	38%
12	CC(C)CCNC(=O)C1CCN(C(=O)N(C)C)CC1	-0.28	1772	-3	695	-1.9%	i	6%	3.3	1.5	3.6	-0.74	-0.25	-0.93	1.1	i	-4	8%
13	COc1cccc2c1C(=O)c1c(O)c3c(c(O)c1C2=O)C[C@@](O)(C(C)=O)C[C@@H]3O[C@H]1C[C@H](N)[C@H](O)[C@H](C)O1	.	.	?	.	-4.7%	.	15%	77	0.0	85	2.1	1.6	1.5	-0.7	i	85	?
14	Clc1ccc(-n2nnc(-c3cccnc3Cl)n2)cn1	-0.38	1316	-2	670	-1.5%	i	-1%	1.3	1.6	3.4	-1.3	-0.2	-0.56	0.58	i	-19	-3%
15	CCOC(=O)c1c(CSc2cccs2)n(C)c2cc(Br)c(O)c(CN(C)C)c12	-1.6	1197	-14	600	-3.4%	i	8%	6.6	1.5	6.5	2.2	0.25	1.2	-1.5	i	-15	27%
16	COc1cccc(C2/C(=C(/O)c3ccc(C)cc3)C(=O)C(=O)N2Cc2ccco2)c1 (centres undefined)	1.2	1485	-1	570	-2.1%	i	7%	1.8	2.8	2.8	-0.27	-0.22	-0.3	-0.32	i	2	4%
17	COC(=O)COc1ccc(S(=O)(=O)NCC2CCCO2)cc1Cl (centres undefined)	1	1206	12	745	-1.8%	i	-5%	2.7	1.9	4.6	0.65	-0.23	0.35	-0.72	i	-12	-3%
18	Cc1cccc(-c2nnc(SCC(=O)N3c4ccccc4CCc4ccccc43)n2C)c1	0.45	1305	-15	636	7.9%	i	0%	2.2	3.2	5.0	-0.53	-0.29	-0.59	0.38	i	2	20%
19	COc1cccc(C2CC(c3ccccc3Cl)n3ncnc3N2)c1 (centres undefined)	0.78	1318	1	795	-2.0%	i	12%	3.6	2.7	12	-0.83	-0.18	-0.24	0.43	i	-8	7%
20	Cc1ccccc1Cn1ccc(NC(=O)c2nc3ncccn3n2)n1	-1.6	1358	0	713	0.9%	i	3%	2.9	2.9	4.5	0.071	-0.19	0.37	-0.82	i	4	3%
21	Cc1ccc(CNC(=O)Cn2cncn2)cc1	.	.	.	.	-2.3%	i	4%	3.3	1.1	2.6	0.13	-0.15	-0.64	-0.061	i	0	4%
22	Cc1cccc(NC(=S)N/N=C/c2c[nH]c3ccccc23)c1	-0.15	1249	-12	667	-1.5%	i	6%	14*	57*	39*	-0.65	0.42	-0.28	-0.26	i	2	7%
23	COCCNC(=O)/C(C#N)=C/c1cc(C)n(C2CCCCC2)c1C	-0.31	1211	-17	718	-3.8%	i	20%	2.6	2.5	1.7	-0.065	-0.27	-0.0063	0.55	i	4	14%
24	COC(=O)c1scc(C)c1NC(=O)/C=C/C(=O)O	-0.45	1130	-46	370	.	i	2%	.	.	.	-3.8*	0.21*	-1.5*	0.93*	.	.	-1%
25	COCCOC(=O)c1c(NC(=O)CN2CCCc3ccccc32)sc(C(N)=O)c1C	-0.06	1533	8	599	1.0%	i	8%	4.3	1.7	9.5	-0.16	-0.26	-0.24	0.42	i	12	1%
26	CC(C)(C)NC(=O)Cn1c(=O)c(=O)n(Cc2ccccc2)c2ccc(Cl)cc21	0.06	1342	-2	627	1.8%	i	6%	1.8	2.1	8.0	0.21	0.036	0.67	-0.59	i	1	27%
27	O=C(CNc1ccc2ccccc2c1)N/N=C/c1ccc(OC(=O)/C=C/c2ccco2)cc1	-0.06	1560	18	563	-1.9%	i	2%	2.2	2.5	7.0	0.43	0.23	1.5	-1.4	i	-5	-3%
28	O=C(CCN1CCCC1)c1cccs1	-0.21	1284	-9	680	.	i	0%	.	.	.	0.3	-0.27	0.13	0.4	.	.	0%
29	Cc1occc1C(=O)Nc1ccccc1C(=O)O	0.35	1066	.	.	-1.0%	i	1%	1.8	3.1	14	0.079	-0.087	0.093	-0.2	i	-11	6%
30	CC(O)c1nc2ccccc2n1CCCOc1ccccc1 (centres undefined)	-0.94	1059	2	721	.	i	-2%	.	.	.	-0.75	-0.16	-0.069	0.17	.	.	7%
31	CCOC(=O)c1sc(S(C)(=O)=O)c2c1CC(C)(C)C/C2=N/O	-0.38	1422	-17	632	.	i	1%	.	.	.	0.045	-0.22	0.0026	0.03	.	.	-1%
32	CSCC[C@H](NC(=O)OC(C)(C)C)C(=O)N1CCC(C(=O)N[C@H](C(=O)O)C(C)C)CC1	.	.	.	.	-0.6%	i	5%	1.7	1.8	6.2	0.13	-0.19	0.023	-0.66	i	0	6%
33	COc1ccc(C)cc1Nc1n[n+](C)c(-c2ccc(C(=O)O)cc2)s1	-0.85	1054	-26	659	.	i	12%	.	.	.	0.25	-0.62	0.076	0.23	.	.	23%
34	COc1ccc(OC)c(C2C(C(C)=O)=C(O)C(=O)N2CCN2CCOCC2)c1 (centres undefined)	1.3	1323	.	.	-1.7%	i	8%	2.2	1.2	10.0	-0.43	-0.45	-0.095	-0.092	i	10	9%
35	Cc1cccc2c(C(=O)N3CCN(C(=O)c4ccco4)CC3)cc(-c3cccc(Br)c3)nc12	-4.5	624	.	.	1.1%	i	14%	7.4	2.6	4.8	0.022	-0.26	0.62	0.42	i	15	5%
36	Cn1cc(SCC(=O)Nc2nc3ccccc3s2)c2ccccc21	0.08	1617	-14	616	-2.0%	i	4%	6.9	2.1	9.0	0.65	-0.22	0.24	0.012	i	-9	16%
37	CCCCc1ccc(NC(=O)CSCc2cc(=O)[nH][nH]2)cc1	0.16	807	7	751	-0.7%	i	-3%	1.4	1.8	6.5	-1.2	-0.11	-0.6	0.62	i	9	12µM*
38	C=C(C)CN(CC)C(=O)CSc1nc2ncc(Cl)cc2[nH]1	0.13	1280	.	.	-0.8%	.	7%	2.1	2.5	2.5	-0.75	-0.23	-0.11	1	i	-22	12%
39	COc1ccc(OC)c(C2C(C(=O)Nc3nc4ccccc4s3)=C(C)NC3=C2C(=O)CCC3)c1 (centres undefined)	0.34	1168	.	.	-1.9%	i	15%	5.0	1.2	8.8	0.019	-0.22	0.46	1.4	i	-25	-4%
